Screens deposited in PubChem BioAssay by several laboratories.
MsrA act – activators of bovine methionine sulfoxide reductase A | purified bovine MsrA, absorbance read-out | activation, % at 10.6 µM | hit rate 0.3% among 360,000 | AID 602163; in the data active means activation above about 7.5%;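 further: 0% = vehicle and 100% = reference activator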
PABP1 MLLE inh – blocks PAM2 peptide binding to the PABP1 MLLE domain | P11940 | GST-MLLE / FITC-PAM2 fluorescence polarization | inhibition, % at 20 µM | hit rate 0.36% among 360,000; in the data active means inhibition above about 35%, passing the limit was not always enough;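 further: plate controls were DMSO wells with GST-MLLE for no effect and wells lacking GST-MLLE protein for full effect; some results filed as inactive read as strong as hits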
MT1-MMP act inh – inhibitors of human MT1-MMP activation. P50281. HT1080 RFP-PRO-GFP cells, GFP/RFP ratio fluorescence, overnight; percent of plate control window, DMSO zero. GFP/RFP ratio change, % at 20 µM. hit rate 0.061% among 360,000. AID 651647;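 active means GFP/RFP ratio change of at least 30% with cell ATP level not reduced by more than half and red fluorescence within 50% of control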; further: strong numbers were not always called active
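Assay system: HT1080 RFP-PRO-GFP cells. Benchmarks: DMSO vehicle wells and RFP-L50D-GFP reporter cell wells. Times: overnight cell settling, then overnight compound exposure, 37 °C, 5% CO2. Compound: 20 µM single dose, 1% DMSO. Read-out basis: GFP/RFP fluorescence ratio.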
Rin1-Abl PPI inh – blocks binding of human Rin1 to Abl. P00519+Q13671. TR-FRET Rin1/Abl binding, biochemical. inhibition, % at 7.35 µM. hit rate 0.4% among 360,000. AID 588664; in the data active means inhibition above about 5%, passing the limit was not always enough
MsrA inh – inhibits bovine methionine sulfoxide reductase A; purified bovine MsrA, absorbance read-out; hit rate 0.75% among 360,000; AID 651718; inhibition, % at 15.5 µM; in the data active means inhibition above about 4.5%;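 further: 0% = vehicle wells with enzyme and 100% = reference inhibitor wells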
FAS-TE inh – blocks the thioesterase domain of human fatty acid synthase; P49327; recombinant FAS-TE, OMFH fluorogenic substrate, fluorescence endpoint; inhibition, % at 15 µM; hit rate 0.67% among 360,000; AID 602261;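 active means compounds whose normalised, plate-corrected inhibition of enzyme fluorescence in the single-dose primary screen is 50% or more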;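 further: 0% = DMSO with enzyme and 100% = substrate without enzyme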
E coli Lon inh – inhibitors of E. coli Lon protease | P0A9M0 | purified E. coli Lon protease, fluorescence polarization | inhibition, % at 7.94 µM | hit rate 0.42% among 360,000; in the data active means inhibition above about 13%, passing the limit was not always enough;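 further: 0% = enzyme with probe and DMSO and 100% = no enzyme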
Target sequence (P0A9M0 whole entry, looked up): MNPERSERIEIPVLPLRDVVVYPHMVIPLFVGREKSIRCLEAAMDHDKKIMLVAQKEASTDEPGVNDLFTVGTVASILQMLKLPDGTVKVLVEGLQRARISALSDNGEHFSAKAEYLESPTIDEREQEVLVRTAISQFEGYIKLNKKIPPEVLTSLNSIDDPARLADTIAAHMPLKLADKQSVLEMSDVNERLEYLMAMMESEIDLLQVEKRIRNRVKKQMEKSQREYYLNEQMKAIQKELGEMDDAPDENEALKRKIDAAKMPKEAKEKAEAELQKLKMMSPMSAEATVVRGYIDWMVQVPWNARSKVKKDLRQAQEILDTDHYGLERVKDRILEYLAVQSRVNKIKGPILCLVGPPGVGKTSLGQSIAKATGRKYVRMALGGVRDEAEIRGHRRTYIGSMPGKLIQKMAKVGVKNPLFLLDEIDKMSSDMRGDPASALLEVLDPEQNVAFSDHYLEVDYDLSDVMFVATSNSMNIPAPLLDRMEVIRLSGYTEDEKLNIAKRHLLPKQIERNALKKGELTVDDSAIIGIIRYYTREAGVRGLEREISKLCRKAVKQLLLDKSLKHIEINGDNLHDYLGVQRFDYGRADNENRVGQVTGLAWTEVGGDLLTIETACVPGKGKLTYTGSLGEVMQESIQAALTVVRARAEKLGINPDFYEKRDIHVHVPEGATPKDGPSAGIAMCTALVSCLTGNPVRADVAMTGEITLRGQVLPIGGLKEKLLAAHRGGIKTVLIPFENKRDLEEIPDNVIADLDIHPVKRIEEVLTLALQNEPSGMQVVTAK
Rpn11 block – Rpn11 (human) deubiquitinase inhibition; hit rate 0.59% among 360,000; AID 588493; human 26S proteasome, Ub4-pepOG fluorescence polarization; 20S core pre-blocked with epoxomicin; O00487; calls only at 20 µM;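 active means inhibition at 20 µM, scaled to each plate's controls, above about 33%, limit read from the data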
Target sequence (O00487 whole entry, looked up): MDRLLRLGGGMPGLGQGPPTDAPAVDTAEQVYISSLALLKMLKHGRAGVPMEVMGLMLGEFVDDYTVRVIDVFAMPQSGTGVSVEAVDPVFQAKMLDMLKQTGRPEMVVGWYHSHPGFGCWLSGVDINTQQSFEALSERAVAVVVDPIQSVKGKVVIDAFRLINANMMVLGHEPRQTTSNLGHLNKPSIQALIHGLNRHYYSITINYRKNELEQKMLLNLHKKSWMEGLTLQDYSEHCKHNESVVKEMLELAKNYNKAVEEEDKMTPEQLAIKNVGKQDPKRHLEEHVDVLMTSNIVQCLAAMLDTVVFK
CSN inh – inhibitors of human CSN-mediated cullin deneddylation. Purified CSN, SCF-Nedd8-OG deneddylation, fluorescence polarization. AID 651999. hit rate 0.38% among 360,000. inhibition, % at 12.5 µM;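 active means pattern-corrected inhibition above about 35%, with an unprinted fluorescence ratio check between 0.5 and 1.5, limit read from the data, passing the limit was not always enough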;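 further: 0% = enzyme with substrate and 100% = substrate without enzyme; some results filed as inactive read as strong as hits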
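Schedule: reaction 90 min, room temperature / Assay system: HEK293T-derived human Csn5 enzyme / Input: Csn5 at 0.24 nM final / Measure: inhibition of Csn5 cleavage, % / Control set: substrate-only high control, full reaction low control / Technique: fluorescence polarization of the substrate / Buffer or medium: Tris/NaCl/DTT buffer, pH 7.5 / Reagent: SCFSkp2-Nedd8OG substrate at 10 nM final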
Active calls of the source: *; i = inactive; & = joins results of further samples. Outcome played no part in choosing rows. Share with any hit: about 3.7%.

SMILES | MsrA act | PABP1 MLLE inh | MT1-MMP act inh | Rin1-Abl PPI inh | MsrA inh | FAS-TE inh | E coli Lon inh | Rpn11 block | CSN inh
COc1ccc(-n2c(-c3ccc(Br)cc3)c[n+]3c2CCC3)cc1 | 0 | 8 | -13 | 0 | -0.1 | -11 | 0 | i | -2
CCc1ccccc1NC(=O)CN1CCN(C(=O)c2cc(C3CC3)nn2-c2ccccc2)CC1 | -1 | 5 | -1 | -1 | 0.0 | 4 | -1 | i | 0
COc1ccccc1C(=O)C1CCCN(C(=O)c2ccco2)C1 (configuration not stated) | -1 | 10 | 2 | 2 | 0.8 | -2 | 2 | i | -5
Cc1ccc2cc3cc(C(=O)N4CCCCC4C)oc3nc2c1 (configuration not stated) | 0 | -3 | 4 | -6 | 3.0 | 84* | -1 | i | 0
O=C(COC(=O)C1=COCCO1)NCc1ccc(Cl)cc1 | -1 | -2 | -5 | -4 | 0.0 | 0 | 9 | i | 0
C=CCc1ccccc1OCC(O)CN1CCN(C(=O)OCC)CC1 (configuration not stated) | -4 | -1 | 0 | -2 | -0.2 | -5 | 3 | i | 4
CC1CCC(C(C)C)C(OP(=O)(c2ccccc2)C(O)c2ccncc2)C1 (configuration not stated) | -2 | 3 | -2 | 3 | -0.3 | 1 | -3 | i | 4
O=C(COC(=O)c1cc(S(=O)(=O)N2CCOCC2)ccc1O)Nc1cc(S(=O)(=O)N2CCCC2)ccc1Cl | 0 | 8 | -1 | -1 | 0.9 | -2 | -4 | i | -6
NC(=O)C1CCN(C(=S)NCCc2ccccc2)CC1 | -7 | -119 | -1 | -1 | 1.1 | -3 | -5 | i | 2
O=C(COC(=O)/C=C/c1ccc(Cl)cc1)Nc1ccccc1 | -4 | -3 | 0 | -2 | 0.8 | 3 | 3 | i | 1
CCC(=O)Nc1cc2c(cc1C(=O)CC)OCCO2 | -1 | 1 | 0 | 0 | 0.7 | -4 | -3 | i | 4
CCOC(=O)c1c(C)[nH]c(C)c1C(=O)COC(=O)c1ccc(S(=O)(=O)C(F)F)cc1 | -1 | -7 | 5 | -1 | 0.0 | 3 | -8 | i | -3
CCOc1ccccc1N(CC(=O)N1CCCCCC1)S(=O)(=O)c1ccc(C)cc1 | -4 | 13 | -6 | 2 | -0.1 | 8 | -8 | i | 5
O=c1cc(-c2ccccc2F)oc2ccccc12 | -9 | 4 | -2 | 2 | 0.7 | -2 | -8 | i | 2
Cc1cnc(C(=O)Nc2ccc(S(=O)(=O)NCC(C)C)cc2)cn1 | -1 | -10 | 3 | 1 | 1.2 | 1 | 5 | i | 1
CCOC(=O)C1=C(C)NC(C)=C(C(=O)OCC)C1C(=O)OCC(=O)N1CCc2ccccc21 | 0 | 22 | -1 | 1 | -0.3 | 10 | 3 | i | 1
O=C(NCCNC(=O)c1ccc(Br)o1)c1cccnc1 | -2 | 6 | 5 | 0 | 0.1 | -2 | 3 | i | -1
COc1ccccc1-c1c(C)oc2c(CN3CCOCC3)c(O)ccc2c1=O | -11 | 10 | -2 | -2 | -0.3 | -4 | 1 | i | 0
CCOC(=O)N1CCN(C(=O)c2ccc(OC(C)=O)cc2)CC1 | -12 | -3 | 3 | 5 | 0.7 | -6 | -2 | i | -2
COc1ccc(OC)c(/C(O)=C/C(=O)C(=O)Nc2cc(C)cc(C)c2)c1 | 1 | 11 | 0 | -1 | 0.9 | 7 | -2 | i | 2
COc1ccc(S(=O)(=O)NCCC(=O)Nc2ccc(C)cc2)cc1 | -3 | 1 | 2 | -1 | -0.6 | 1 | -9 | i | -4
CCOc1ccccc1C(=O)Nc1c[nH]c(=O)[nH]c1=O | -2 | 6 | -1 | 2 | 0.3 | -2 | -7 | i | -7
COCCCNC(=O)c1cc2cc([N+](=O)[O-])cc(OC)c2oc1=O | -2 | -5 | 9 | 2 | -0.3 | 6 | 3 | i | 1
CCN1CCN(C(=O)CN(c2ccc(F)c(Cl)c2)S(C)(=O)=O)CC1 | -1 | -1 | -6 | -4 | -0.9 | -4 | 5 | i | -5
CCc1nc2ccc(C)cc2c(C(=O)NC2CCCCC2C)c1C (configuration not stated) | 1 | 5 | -2 | -2 | -0.4 | -2 | -1 | i | 2

(list continues)
SMILES | MsrA act | PABP1 MLLE inh | MT1-MMP act inh | Rin1-Abl PPI inh | MsrA inh | FAS-TE inh | E coli Lon inh | Rpn11 block | CSN inh
O=C(c1cccs1)N1CCC(Cc2ccccc2)CC1 | 0 | -1 | -1 | -1 | -0.7 | 3 | 0 | i | -1
Cc1ccc(C(=O)NCCn2cc(SCC(=O)Nc3nnc(C)s3)c3ccccc32)cc1 | -4 | 7 | 2 | 0 | -0.2 | 0 | -15 | i | -3
S=c1nc[nH]c2nc[nH]c12 | 3&4 | 29&23 | 23&24 | 0&2 | 1.6&3.2 | -4&-2 | -3&-9 | i | -4&-2
CC1(c2nnc(Cc3ccccc3)o2)CC(c2ccccc2)=NO1 (configuration not stated) | -2 | 3 | 4 | 1 | -0.2 | -16 | 14 | i | 49
CC(C)CN1C(=O)C(=O)N(CC(=O)N2CCC(Cc3ccccc3)CC2)C1=O | -10 | -11 | 2 | 0 | -0.9 | 0 | -1 | i | -2
CCNC(=O)C1CCCN(C(=O)c2ccc3snnc3c2)CC1 (configuration not stated) | -1 | 5 | 8 | 0 | -1.3 | -9 | 2 | i | -6
CCOC(=O)c1c(C)c(C(=O)NCc2ccco2)c(C)n1CC | 1 | 13 | 9 | -2 | -0.1 | -10 | -13 | i | -3
CCCCNC(=O)Nc1cnn(CC)c1C(N)=O | -2 | -16 | -5 | -5 | -0.8 | -2 | -5 | i | 3
N#CC(C(=O)NC1CC1)c1nc2ccccc2nc1N1CCCC1 (configuration not stated) | -12 | 11 | -12 | 2 | 1.8 | -3 | -5 | i | 1
CC1CCCCC1NC(=O)CN1CCN(S(=O)(=O)c2ccc(Br)s2)CC1 (configuration not stated) | -5 | -3 | -6 | 5 | -1.3 | 5 | -2 | i | -2
COc1ccccc1CCC(=O)OCC(=O)Nc1c(Br)cc(C)cc1Br | -1 | -13 | -1 | 3 | 0.1 | 10 | 4 | i | -5
Nc1cccc(S(=O)(=O)Nc2ccc(SC(F)F)cc2)c1 | -7 | 11 | 6 | 0 | -1.9 | 0 | 1 | i | -2
CC1CC(C)CN(CCCNC(=O)c2ccc3c(c2)NC(=O)CS3)C1 (configuration not stated) | -2 | 7 | -2 | -2 | 0.3 | -6 | -1 | i | 4
Cc1ccc(N2C(=O)C3ON(c4ccccc4)C(c4ccncc4)C3C2=O)cc1 (configuration not stated) | -1 | 22 | 4 | -3 | 0.5 | -2 | -5 | i | -3
O=[N+]([O-])c1cc(/C=N/n2c(-c3ccncc3)n[nH]c2=S)ccc1Cl | -2 | -96 | 2 | -1 | 0.3 | 25 | -1 | i | 3
NC(=O)c1ccsc1NC(=O)COC(=O)COc1ccccc1F | -4 | 8 | 1 | -2 | 0.0 | -12 | -2 | i | -1
O=C(/C=C/c1cccs1)N1CCc2ccccc21 | -4 | 0 | -13 | -6 | 3.3 | -3 | -5 | i | -12
Cc1cccc(C(=O)Nc2nnc(-c3ccco3)o2)c1 | -2 | 6 | 12 | -2 | 1.2 | -9 | -10 | i | 1
COCC1CCCN(C(=O)c2cc(COc3cccc4cccnc34)on2)C1 (configuration not stated) | -1 | -3 | 1 | -1 | 1.2 | -3 | -3 | i | 2
CCOC(=O)CN(C(=O)CN1CCC(n2nnc3cc(C)ccc32)CC1)c1ccccc1 | -2 | -6 | 1 | -1 | 0.6 | -6 | -2 | i | 6
CCOC(=O)Cn1c(=O)sc2ccccc21 | -2 | 3 | 1 | -2 | -0.8 | -4 | -4 | i | 0
Cc1cccc(C(=O)OCC(=O)Nc2ccc(F)cc2)c1 | -2 | -6 | 0 | 1 | 0.3 | 4 | 4 | i | -7
CCC1=C(OC(=O)N(CC)CC)N2C(=O)OC(=NCC(=O)OC)[C@]2(C)[C@H]2C1=CC[C@H]1C(=O)N(CC(=O)OC)C(=O)[C@H]12 | -1 | 7 | -2 | 4 | -0.3 | -12 | 19 | i | -3
CN(CC(O)CON=C1c2ccccc2-c2ccccc21)S(=O)(=O)c1ccc(Br)cc1 (configuration not stated) | 1 | 14 | -11 | -1 | 1.5 | 35 | 3 | i | 0
O=C(Nc1nsc(-c2ccccc2)n1)c1ccncc1 | -1 | -16 | 0 | -2 | 0.5 | -2 | 5 | i | -8

Gathered by group, the compounds so far with a nitro group on carbon
SMILES | MsrA act | PABP1 MLLE inh | MT1-MMP act inh | Rin1-Abl PPI inh | MsrA inh | FAS-TE inh | E coli Lon inh | Rpn11 block | CSN inh
COCCCNC(=O)c1cc2cc([N+](=O)[O-])cc(OC)c2oc1=O | -2 | -5 | 9 | 2 | -0.3 | 6 | 3 | i | 1
O=[N+]([O-])c1cc(/C=N/n2c(-c3ccncc3)n[nH]c2=S)ccc1Cl | -2 | -96 | 2 | -1 | 0.3 | 25 | -1 | i | 3

(more compounds)
SMILES | MsrA act | PABP1 MLLE inh | MT1-MMP act inh | Rin1-Abl PPI inh | MsrA inh | FAS-TE inh | E coli Lon inh | Rpn11 block | CSN inh
Cc1oc(-c2ccccc2Cl)nc1CS(=O)CC(=O)NCCc1ccccc1 (configuration not stated) | -3 | 25 | 1 | -2 | 0.6 | -3 | 6 | i | 0
C=C1CCC[C@]2(C)C[C@H]3OC(=O)C(CNC(C)CCCC(C)C)[C@H]3CC12 (some centres not stated) | -3 | -2 | 0 | 3 | -0.8 | 26 | -2 | i | -2
O=C(CSc1nnc2sc3ccccc3n12)c1ccco1 | -1 | -93 | 1 | -1 | 1.0 | -9 | -6 | i | -1
CCSc1nnc(NC(=O)Cc2ccc(OC)c(OC)c2)s1 | -9 | -1 | -1 | 1 | -0.4 | -14 | 6 | i | -4
Cc1nc2c(F)c(F)c(C(F)(F)F)c(F)c2[nH]1 | 3 | 4 | -1 | -1 | -1.5 | 2 | 1 | i | 7
COc1ccc(NC(=O)COc2ccccc2C(=O)NCC(c2ccccc2)N(C)C)cc1Cl (configuration not stated) | 0 | -8 | -2 | 7 | -0.5 | 7 | 7 | i | -6
FC(F)C(F)(F)C1=CC(c2ccccc2)=NCCN1 | -3 | -1 | -2 | -2 | 3.4 | -8 | -8 | i | 4
O=C(O)CC1c2ccccc2S(=O)(=O)N1Cc1ccccc1 (configuration not stated) | -6 | 4 | 1 | 0 | 0.8 | -3 | -9 | i | 2
Cc1c(CN2CCC(CO)(Cc3ccccc3)CC2)c2ccccc2n1C | -4 | 5 | 1 | 1 | -0.6 | -4 | -12 | i | 0
NC(=O)c1cccc(-c2ccnc3c2CC(C(=O)NCCc2ccccc2)O3)c1 (configuration not stated) | -3 | -9 | -5 | 0 | -1.1 | -4 | -3 | i | -7
O=C(Nc1cccnc1)c1cc(F)c(F)cc1Cl | -5 | -4 | 1 | 2 | 2.6 | -3 | 4 | i | 0
Cn1c(CN2CCOCC2)nc2cc(NC(=O)c3ccccc3Cl)ccc21 | -8 | 3 | 7 | 1 | -0.3 | -9 | 0 | i | 1
CSc1nc(Sc2ccccc2)c2ccccc2n1 | -3 | 19 | -6 | -30 | 0.6 | 17 | 1 | i | 0
O=C(Nc1ncccc1Cl)c1cc2ccccc2o1 | 2 | -5 | -2 | 0 | 2.4 | 1 | -2 | i | 2
O=C(O)c1cc(NS(=O)(=O)c2ccc3ccccc3c2)ccc1O | -1 | -1 | 2 | 1 | -1.5 | -4 | -7 | i | 4
